Compound activity from PubChem BioAssay.
Bcl-B Bim block – disrupts Bim peptide binding to human Bcl-B | hit rate 0.073% among 190,000 | AID 951 | inhibition, % at 10 µM | bead-based flow cytometry;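 note: 0% = tracer peptide without compound and 100% = reference inhibitor peptide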
Bfl-1 Bim block – disrupts Bim binding to human Bfl-1. Q16548. Bead-based flow cytometry, Bim-Bfl-1 binding inhibition. inhibition, % at 10 µM. hit rate 0.12% among 190,000;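 note: 0% = wells without compound plus tracer and 100% = blocker peptide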
Bcl-W Bim block – human Bim-Bcl-W interaction inhibition | Q92843 | bead-based flow cytometry, Bim peptide-Bcl-W binding | inhibition, % at 10 µM | hit rate 0.02% among 190,000;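 note: 0% = bound tracer without compound and 100% = peptide blocker; higher means less fluorescent Bim peptide bound to Bcl-W beads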
Target sequence (Q92843 whole entry, looked up): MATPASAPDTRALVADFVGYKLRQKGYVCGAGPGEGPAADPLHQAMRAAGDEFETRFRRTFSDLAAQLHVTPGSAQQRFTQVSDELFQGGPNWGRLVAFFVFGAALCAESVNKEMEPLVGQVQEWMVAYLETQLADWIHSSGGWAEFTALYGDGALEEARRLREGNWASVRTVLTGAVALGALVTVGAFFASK
RGS4-Gao reg – modulates binding of RGS4 to human Galphao | Multiplexed bead flow cytometry; actives lie on both sides | binding response (% of control), % at 10 µM | hit rate 0.33% among 220,000; in the data active = binding response below about 49% or above about 150%; inactive = in between;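 note: fluorescent Galphao activated with aluminum fluoride binding bead-coupled RGS4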
Target sequence (P09471 whole entry, looked up): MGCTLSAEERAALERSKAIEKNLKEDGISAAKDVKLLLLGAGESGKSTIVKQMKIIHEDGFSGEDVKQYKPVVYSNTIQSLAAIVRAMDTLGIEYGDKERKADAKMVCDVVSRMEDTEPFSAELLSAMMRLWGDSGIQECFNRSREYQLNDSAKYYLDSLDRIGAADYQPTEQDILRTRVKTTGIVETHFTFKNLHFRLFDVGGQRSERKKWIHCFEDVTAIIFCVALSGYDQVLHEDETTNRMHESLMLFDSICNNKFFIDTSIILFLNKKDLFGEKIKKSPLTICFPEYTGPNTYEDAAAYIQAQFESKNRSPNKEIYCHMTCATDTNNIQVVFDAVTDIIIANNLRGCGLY
Mcl-1 Bim block – inhibitors of Bim-Mcl-1 interaction, human; AID 1009; Bead-based flow cytometry, Bim peptide-Mcl-1 binding; hit rate 0.1% among 190,000; inhibition, % at 10 µM; Q07820;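 note: 0% = no compound tracer wells and 100% = peptide blocker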
Bcl-2 Bim block – human Bim-Bcl-2 interaction inhibition; P10415; hit rate 0.06% among 190,000; Bead-based flow cytometry, Bim peptide-Bcl-2 binding; inhibition, % at 10 µM; in the data active = inhibition above about 40%; inconclusive = no clear call, values can overlap the other calls;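 note: 0% = no compound wells with probe peptide and 100% = reference peptide inhibitor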
Target sequence (P10415 whole entry, looked up): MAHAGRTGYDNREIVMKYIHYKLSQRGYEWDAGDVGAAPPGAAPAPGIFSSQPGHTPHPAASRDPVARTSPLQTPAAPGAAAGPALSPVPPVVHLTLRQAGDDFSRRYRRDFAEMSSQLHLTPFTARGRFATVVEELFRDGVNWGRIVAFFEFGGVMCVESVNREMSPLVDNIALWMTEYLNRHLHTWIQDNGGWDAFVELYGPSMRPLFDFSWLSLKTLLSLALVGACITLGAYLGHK
Mcl1-Bid inh – disrupts binding of human Mcl-1 to Bid peptide; Q07820; hit rate 0.97% among 220,000; TR-FRET Mcl-1/Bid-Dy647 peptide binding, 1536-well; inhibition, % at 21.7 µM;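 active = compounds that cut the binding signal by more than half at the single screening dose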;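 note: His-tagged Mcl-1 with europium anti-His antibody binding Bid BH3 peptide; 0% = Mcl-1 plus peptide wells and 100% = peptide-only wells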
Bcl-XL Bim block – human Bim-Bcl-XL interaction inhibition. Q07817. Bim peptide-Bcl-XL binding, bead flow cytometry, fluorescence. inhibition, % at 10 µM. hit rate 0.04% among 190,000. AID 1007
Target sequence (Q07817 whole entry, looked up): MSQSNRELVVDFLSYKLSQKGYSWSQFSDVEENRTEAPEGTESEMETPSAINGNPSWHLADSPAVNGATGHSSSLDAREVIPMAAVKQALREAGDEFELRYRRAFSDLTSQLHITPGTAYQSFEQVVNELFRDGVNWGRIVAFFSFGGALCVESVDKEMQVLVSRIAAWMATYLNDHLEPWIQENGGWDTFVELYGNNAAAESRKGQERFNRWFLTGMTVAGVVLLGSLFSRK
Mcl1 Noxa PPI – Mcl-1/Noxa interaction inhibition; Q07820; TR-FRET Mcl-1/Noxa peptide binding, 2 h; inhibition, % at 21.7 µM; hit rate 1.5% among 220,000;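 active = compounds that cut the protein-peptide binding signal by more than 50% relative to plate controls in a single-dose test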;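 note: His-tagged Mcl-1 with rhodamine Noxa BH3 peptide and terbium anti-His antibody; 0% = Mcl-1 plus Noxa peptide wells and 100% = peptide-only wells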
RGS8-Gao reg – regulators of human RGS8-Galphao interaction | P09471 | multiplexed bead flow cytometry, RGS8-Galphao binding; actives lie on both sides | response (percent of control binding), % at 10 µM | hit rate 0.34% among 220,000; in the data active = response below about 60% or above about 140%; inactive = in between;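 note: Galphao activated as the GDP aluminium fluoride complex binding bead-coupled RGS8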
RGS7-Gao – modulates binding of RGS7 to human Galphao; P09471; Multiplexed bead flow cytometry; actives lie on both sides; binding response (% of control), % at 10 µM; hit rate 0.35% among 220,000; AID 1439; in the data active = binding response below about 49% or above about 150%; inconclusive = no clear call, values can overlap the other calls; inactive = in between;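 note: fluorescent Galphao held in activated GDP-AlF4 state binding bead-coupled RGS7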
An asterisk follows results filed as active; ? = inconclusive; · = not tested or not shown; & = joins results of further samples. Cut-off read from the data, not from the text of the source, unless noted: active = inhibition above about 40%. Hits appear at their usual frequency; 2.7% or so of the library scored in one or more.

SMILES	Bcl-B Bim block	Bfl-1 Bim block	Bcl-W Bim block	RGS4-Gao reg	Mcl-1 Bim block	Bcl-2 Bim block	Mcl1-Bid inh	Bcl-XL Bim block	Mcl1 Noxa PPI	RGS8-Gao reg	RGS7-Gao
Cc1ccc(C(=O)Nc2nc(=O)n(C)s2)cc1	-2	-4	-3	94	-2	-1	4	-1	10	99	98
Cc1cc(C(=S)N2CCOCC2)c(C)n1-c1ccc(F)cc1	-19	-4	-2	97	0	0	-66	-5	-33	103	99
CCc1cc[n+](-c2nc([O-])sc2C=O)cc1	1	0	1	96	-1	1	-35	-6	-2	100	98
CCc1nnc(NS(=O)(=O)c2ccc(NC(=O)c3ccc(Cl)cc3)cc2)s1	-3	-6	0	104	-2	-5	4	-2	-14	97	108
CCCc1cc(=O)[nH]c(SCC(=O)N(C)CC(=O)Nc2ccc(C)cc2)n1	-4	-12	1	100	0	-7	-17	-7	12	98	99
N#Cc1c(N)oc(-c2ccco2)c1-c1ccco1	1	15	4	81	1	3	1	4	50	94	84
COC(=O)c1cc2c(-c3ccccc3)c(C)c3ccccn3c-2c1C(=O)OC	-3	-1	-3	103	-1	1	-29	1	-4	101	101
Cc1ccc(NC(=O)CN2C(=O)/C(=C3\SC(=S)N(C4CCS(=O)(=O)C4)C3=O)c3ccccc32)cc1 (centres undefined)	-3	-1	1	99	0	2	100*	-2	75*	98	99
COc1ccccc1NS(=O)(=O)c1ccc2oc(SCc3ccc(F)cc3)nc2c1	-6	-1	-2	104	-4	-4	-9	-5	-3	99	105
CCOc1ccc(NC(=S)Nc2cc(-c3ccccc3)[nH]n2)cc1	-12	-8	-3	99	-5	-8	-38	-9	37	97	94
Cc1c(C(=O)N/N=C/c2ccc(N(C)C)cc2)[nH]c2ccc(Cl)cc12	-5	0	-5	94	-5	-4	-41	-8	9	66	95
Cc1ccccc1NC(=O)NC1(C(=O)N2CCCC2)CCCCC1	0	-4	-3	99	2	1	-4	-1	-5	100	100
O=c1[nH]c2ccsc2c(=O)n1CCO	·	·	·	87	·	·	-7	·	-13	92	?
O=C(Oc1ccccc1)c1cc2ccccc2o1	-5	-11	-1	101	-1	-10	17	-6	13	101	99
Cc1ccc(-n2[nH]c(C)c(C=Nc3ccc(C)cn3)c2=O)cc1	0	0	0	101	1	0	1	0	8	100	99
CSc1nc2ccc(NC(=O)C3CC(=O)N(Cc4ccco4)C3)cc2s1 (centres undefined)	1	0	5	101	-2	2	-65	-4	-8	97	98
CC1CN(C(=O)c2nn(C)cc2[N+](=O)[O-])CC(C)O1 (centres undefined)	-9	-16	-4	102	-9	-12	3	-12	7	103	103
CC1CCN(C(=O)Cn2c(SCC(=O)Nc3nccs3)nc3ccccc32)CC1	0	-2	2	96	2	-2	-14	2	0	101	96
COc1ccc(OC)c(NC(=O)c2nc(-c3ccccc3)oc2C)c1	-5	-1	-1	103	0	0	-15	0	20	101	100
CCOc1ccc(/C(C)=N/NC(=O)C(OC)c2ccccc2)cc1 (centres undefined)	1	1	-3	101	0	0	0	0	-6	99	101
COCCNC(=O)COC(=O)c1cccnc1SC	2	4	-2	99	1	1	10	-1	15	96	97
CCOc1ccc(N2C(=O)CC(N)C2=O)cc1 (centres undefined)	-4	-20	-1	96	0	-10	-6	-1	11	96	94
COc1ccc(C(=O)C[n+]2cc(-c3ccc(OC)cc3)n3c2CCCC3)cc1	-6&0	-5&-4	0&-1	102&109	-1&0	-3&-3	-21&-11	-2&-1	10&-15	102&109	100&115
CCOCCCNC(=O)c1[nH]c(C)c(C(C)=O)c1C	-8	-13	0	95	-1	-9	-12	-11	17	97	106
COC(=O)c1ccc(CNC(=O)COC(=O)C2CCC(C(C)(C)C)CC2)cc1 (centres undefined)	-2	-10	0	91	0	-3	-7	-5	15	103	102
CC(C)(C)n1nc2c(c1NC(=O)c1ccc(Br)cc1)CS(=O)C2 (centres undefined)	-5	-12	0	100	-1	-10	-21	-6	8	98	99
COc1ccc2ccccc2c1CNc1nnnn1C	-2	-4	2	100	0	-2	-10	1	-15	104	96
COC(=O)C1=C(N)OC2=C(C(=O)CC(C)(C)C2)C1c1ccoc1 (centres undefined)	-7	-14	1	99	-2	-6	-8	-2	3	100	101
CC(C)(C)c1cc[n+](-c2[nH]c(=O)sc2/C=N/NC([S-])=Nc2ccccc2)cc1	·	·	·	114	·	·	-29	·	12	99	?
Cc1nn2c(NCc3ccccn3)cc(C(C)C)nc2c1-c1ccccc1	·	·	·	94	·	·	-103	·	-60	101	?
Cc1ccc(/C=C/C(=O)NCCCN2CCN(CCCNC(=O)/C=C/c3ccc(C)cc3)CC2)cc1	2	0	0	107	-2	0	-24	-2	8	105	105
Cc1ccc(Cn2c([N+](=O)[O-])cnc2C)cc1	1	1	1	98	0	3	-2	0	6	98	96
COc1ccc(CCNC(=O)CSc2nnc3ccc(-c4cccnc4)nn23)cc1OC	-3	-6	-1	101	0	-5	-9	1	21	100	100
Cc1ccc(N(CC(=O)Nc2ccc3c(c2)OCCO3)S(=O)(=O)c2c(C)n[nH]c2C)cc1	0	0	-3	104	0	-2	-17	-1	-4	104	91
CC(=O)NCCOC(=O)Nc1cccnc1	-8	-4	-8	110	-5	-5	11	-24	4	108	107
CC1=CCC2C(=O)N(CCc3c[nH]c4ccccc34)C(=O)C2C1 (centres undefined)	-5	-4	-4	100	-5	-4	-22	-7	-17	104	101
Cn1c2c(c(O)c(-c3ccccc3)c1=O)C(=O)CC(C)(C)C2	-2	-2	0	105	-3	-2	-32	-2	-2	103	100
CSCCC(NC(=O)COc1ccccc1)C(=O)O (centres undefined)	1	1	-2	101	2	4	-26	-5	-5	103	100
NS(=O)(=O)c1ccc(NC(=S)N2CCN(Cc3ccc(Cl)c(Cl)c3)CC2)cc1	-5	-1	1	95	-1	-1	-69	0	-7	94	98
CCCCN(C)C(=O)C1CCN(C/C(C)=C/c2ccccc2)CC1	0	-3	-1	95	0	-4	20	-5	10	103	98
O=C1CC(c2ccc(S(=O)(=O)N3CCCCC3)cc2)CN1 (centres undefined)	-7	-19	-3	101	-3	-9	5	-8	11	105	102
CCNc1nc(NCc2ccccc2)nc(SCC(=O)Nc2ccccc2)n1	-9	-9	-6	102	-5	-7	53*	-8	10	103	103
CN(C1CCS(=O)(=O)C1)S(=O)(=O)c1ccccc1[N+](=O)[O-] (centres undefined)	-6	1	-3	98	-4	0	-3	-5	-4	100	93
COc1ccc(C2C(C(=O)c3ccc(C)o3)=C(O)C(=O)N2c2cc(C)on2)cc1OC (centres undefined)	-9	-19	-5	98	-6	-10	4	-9	19	98	97
CN(C)C(=O)N1CCCC(C(=O)NCc2ccccc2Cl)C1 (centres undefined)	-2	-3	-3	98	-2	-4	·	-2	·	100	96
O=C(CCOc1ccccc1)Nc1cccc(S(=O)(=O)Nc2ccccc2Cl)c1	19	22	24	110	12	12	-17	22	20	128	115
CC1=C(C(=O)Nc2ccccc2)C(c2ccc(C)o2)N2C(=O)CSC2=N1 (centres undefined)	-3	-3	-4	98	-4	-1	-36	-5	1	105	100
COc1cc2c(cc1OC)C(c1ccc(Cl)cc1)=NCC2	·	·	·	98	·	·	-14	·	-8	99	?
Cc1ccc(NC(=O)c2cc(NC(=O)c3ccco3)ccc2N2CCOCC2)cc1Cl	-3	-5	0	103	0	-2	-4	-4	-9	102	102
CC(N=c1ccccn1C(=O)Nc1ccc(F)cc1)c1ccco1 (centres undefined)	-3	0	-3	102	-3	-1	-5	-1	8	102	103
CCOc1ccc(C2C(C(=O)c3ccc(C)o3)=C(O)C(=O)N2CCCN(CC)CC)cc1 (centres undefined)	·	·	·	98	·	·	-85	·	-10	100	?
O=C(NC1CCCC1)C(c1cccs1)N(Cc1ccco1)C(=O)Cn1nnc(-c2cccs2)n1 (centres undefined)	-10	-10	3	97	0	-8	-40	-5	-2	99	99
Cc1ccc(Cl)c(OCC(O)CN(CCO)CCO)c1 (centres undefined)	0	2	2	103	2	1	-22	7	-2	108	99
CNc1ccc(Br)cc(C(=O)/C=C/c2cccc(OC)c2)c1=O	-19	27	9	89	8	32	1	8	81*	91	84
COc1ccccc1CNC(=O)C(NS(=O)(=O)c1cccc2nsnc12)C(C)C (centres undefined)	·	·	·	99	·	·	5	·	31	102	?
CN1C(=O)C(CC(=O)Nc2ccc(F)cc2)N(Cc2cccs2)C1=S (centres undefined)	·	·	·	100	·	·	-8	·	0	101	?
NC(=O)COC(=O)c1cc(S(=O)(=O)N2CCN(c3ccccc3)CC2)ccc1Cl	-5	-4	0	102	0	-2	-18	-2	-4	101	?
COc1ccc2c(c1)OC1=C(C(=O)CCC1)C2C1=C(O)CCCC1=O (centres undefined)	-1	1	0	100	-2	-3	-31	-1	6	105	102
O=C(Cc1ccc(Cl)cc1)Nc1ccc2oc(-c3ccncc3)nc2c1	-5	-12	4	96	3	-4	15	-2	11	98	98
COC(=O)Nc1nc(-c2ccc(F)cc2)c(C)s1	2	7	-2	98	-3	5	-20	-3	15	99	?

By substructure, the entries above with fluorine.
SMILES	Bcl-B Bim block	Bfl-1 Bim block	Bcl-W Bim block	RGS4-Gao reg	Mcl-1 Bim block	Bcl-2 Bim block	Mcl1-Bid inh	Bcl-XL Bim block	Mcl1 Noxa PPI	RGS8-Gao reg	RGS7-Gao
Cc1cc(C(=S)N2CCOCC2)c(C)n1-c1ccc(F)cc1	-19	-4	-2	97	0	0	-66	-5	-33	103	99
COc1ccccc1NS(=O)(=O)c1ccc2oc(SCc3ccc(F)cc3)nc2c1	-6	-1	-2	104	-4	-4	-9	-5	-3	99	105
CC(N=c1ccccn1C(=O)Nc1ccc(F)cc1)c1ccco1 (centres undefined)	-3	0	-3	102	-3	-1	-5	-1	8	102	103
CN1C(=O)C(CC(=O)Nc2ccc(F)cc2)N(Cc2cccs2)C1=S (centres undefined)	·	·	·	100	·	·	-8	·	0	101	?
COC(=O)Nc1nc(-c2ccc(F)cc2)c(C)s1	2	7	-2	98	-3	5	-20	-3	15	99	?

Further compounds:
SMILES	Bcl-B Bim block	Bfl-1 Bim block	Bcl-W Bim block	RGS4-Gao reg	Mcl-1 Bim block	Bcl-2 Bim block	Mcl1-Bid inh	Bcl-XL Bim block	Mcl1 Noxa PPI	RGS8-Gao reg	RGS7-Gao
C(=N\Nc1nc2ccccc2[nH]1)/c1c[nH]c2ccccc12	-10	0	-6	105	-4	-5	-28	-7	16	101	103
Cc1cc(C)n(Cc2ccc(C(=O)NCCC3=CCCCC3)o2)n1	-13	-12	-2	98	-5	-10	2	-10	23	96	98
Cc1ccc(NC(=S)NC2CCN(Cc3ccccc3)CC2)c(C)c1	-15	-10	-6	103	-5	-20	-59	-10	10	101	100
O=C(CN1C(=O)C2C3C=CC(C3)C2C1=O)N1CC(=O)N(CCc2ccccc2)C(=O)C1 (centres undefined)	-7	-10	3	97	0	-7	-27	-4	-1	100	100
O=C(Nc1cccc2ncccc12)C12CC3CC(CC(C3)C1)C2	0	-1	-2	100	0	1	2	0	9	100	99
CCC(C)N1C(=O)CN(C2CCCCCC2)C(=O)C1c1ccccc1F (centres undefined)	-5	-4	0	101	-2	-2	-11	0	2	101	109
Cc1cccc2c(=O)cc(C)n(Cc3ccccc3)c12	-9	-2	-6	94	-6	-6	1	-6	14	80	94
O=C(/C=C/c1ccc2c(c1)OCO2)N1CCN(c2ccc(Cl)cc2)CC1	-1	3	0	104	-3	1	-8	-1	9	91	102
